CCHF vOTU inh – CCHFV vOTU protease inhibitors, primary screen, biochemical, Pep-AMC substrate, fluorescence; inhibition, % at 11.5 µM; actives 0.55% (n = 370,000); in the data active = inhibition above about 30%; also: 0% = vehicle wells with enzyme and 100% = no enzyme wells
The depositor's hits bear a star. These rows are one share of the data; rates above refer to the full screens.

Sample of the layout, 5 compounds:
SMILES	CCHF vOTU inh
O=C(NCc1ccccc1)[C@H]1CCCN1C(=O)[C@H]1CCCN1C(=O)c1ccc(Cl)cc1	-9
COc1ccc(C2C(C(=O)Nc3ccc(Cl)cc3)CCC(=O)N2c2ccc(OC)cc2)cc1 (configuration not stated)	6
O=S1(=O)c2c(cccc2N2CCSCC2)Oc2ccccc2CN1Cc1cn(Cc2ccc(Cl)cc2)nn1	-9
O=C(Nc1c(-c2ccccc2)nc2ncccn12)c1ccccc1	-8
COC(=O)C1=C(C)N(C)C(=NCc2ccc3c(c2)OCO3)NC1c1ccc(F)cc1 (configuration not stated)	-10

Main list (from the top)
SMILES	CCHF vOTU inh
O=C(NCc1ccccc1)[C@H]1CCCN1C(=O)[C@H]1CCCN1C(=O)c1ccc(Cl)cc1	-9
COc1ccc(C2C(C(=O)Nc3ccc(Cl)cc3)CCC(=O)N2c2ccc(OC)cc2)cc1 (configuration not stated)	6
O=S1(=O)c2c(cccc2N2CCSCC2)Oc2ccccc2CN1Cc1cn(Cc2ccc(Cl)cc2)nn1	-9
O=C(Nc1c(-c2ccccc2)nc2ncccn12)c1ccccc1	-8
COC(=O)C1=C(C)N(C)C(=NCc2ccc3c(c2)OCO3)NC1c1ccc(F)cc1 (configuration not stated)	-10
C=CCN1C(=O)[C@@H](CC(=O)N2CCCCC2)[C@]2(C(=O)OCC)CCCCC/C=C/12	-2
COc1ccc(OC)c(S(=O)(=O)N2CCCCC2C(=O)N2CCN(Cc3ccc(F)cc3)CC2)c1 (configuration not stated)	3
COc1cccc(C(=O)N[C@@H](Cc2cccnc2)C(=O)N2CCC[C@H]2C(=O)NCCc2ccccc2Cl)c1	-6
O=C(O)CCCCN1C(=O)C=CC1=O	6
CS(=O)(=O)c1ccc(S(=O)(=O)N2CCN(C(=O)C(O)c3ccccc3)CC2)cc1 (configuration not stated)	2

An excerpt of these results, with each value named.
Molecule: COc1ccc(OC)c(S(=O)(=O)N2CCCCC2C(=O)N2CCN(Cc3ccc(F)cc3)CC2)c1 (configuration not stated)
  CCHF vOTU inh: 3

Molecule: COc1cccc(C(=O)N[C@@H](Cc2cccnc2)C(=O)N2CCC[C@H]2C(=O)NCCc2ccccc2Cl)c1
  CCHF vOTU inh: -6

The list continues:
SMILES	CCHF vOTU inh
COC(=O)[C@@H]1ON2OCC(C)=C3CCCC[C@@]32[C@H]1C(=O)OC	7
O=C(Cn1nnc(-c2ccncc2)n1)Nc1ccc(F)cc1F	3
CCc1cc2c(nc1CC)CCCN2S(=O)(=O)c1ccc(C(F)(F)F)cc1	17
CCCCNC(=O)C1C(c2ccc(C(F)(F)F)cc2)=Nc2ccccc2N1C(=O)c1cccc2ccccc12 (configuration not stated)	8
O=C(CSc1nc2ccccc2n1Cc1ccccc1)NN=Cc1c[nH]c2ccccc12	0
COc1ccc(-c2cc(-c3nnc(SCC(=O)Nc4nccs4)n3N)[nH]n2)cc1	3
CC(C)C(=O)N1CC[C@H]2[C@H](CCCN2Cc2ccccc2)C1	4
COc1ccc(C(O)C(O)(C(=O)OC(C)C)c2ccc(C)cc2)cc1 (configuration not stated)	10
COC(=O)[C@]12C[C@H](CC(=O)NCc3ccccc3)C(=O)N(Cc3ccc4c(c3)OCO4)C1=C[C@H](C(C)C)O[C@@H]2C1CC1	15
Cc1ccccc1C(=O)N[C@H](C(=O)N1CCC[C@H]1C(=O)NCCc1ccccc1Cl)C(C)C	-3

Retrieved by compound from the list above, 4 records:
SMILES	CCHF vOTU inh
O=C(Nc1c(-c2ccccc2)nc2ncccn12)c1ccccc1	-8
C=CCN1C(=O)[C@@H](CC(=O)N2CCCCC2)[C@]2(C(=O)OCC)CCCCC/C=C/12	-2
O=C(CSc1nc2ccccc2n1Cc1ccccc1)NN=Cc1c[nH]c2ccccc12	0
O=C(O)CCCCN1C(=O)C=CC1=O	6

In the list so far, two contain a CF3 group.
SMILES	CCHF vOTU inh
CCc1cc2c(nc1CC)CCCN2S(=O)(=O)c1ccc(C(F)(F)F)cc1	17
CCCCNC(=O)C1C(c2ccc(C(F)(F)F)cc2)=Nc2ccccc2N1C(=O)c1cccc2ccccc12 (configuration not stated)	8

Further compounds follow.
SMILES	CCHF vOTU inh
COC(=O)[C@]12C[C@H](CC(=O)NCCC(C)C)C(=O)N(CCC3=CCCCC3)C1=C[C@H](C1CCCC1)O[C@@H]2C	22
COC(=O)Cc1nnn2c1[C@H](C)[C@@H](OC)c1ccccc1-2	-5
Nc1c(-c2ccc(F)cc2)nc2ncccn12	-6
CN(CCc1ccccn1)C(=O)[C@@H](Cc1ccccc1)NC(=O)[C@H]1O[C@@H](n2ccc(=O)[nH]c2=O)[C@H](O)[C@@H]1O	-13
COC(=O)[C@@]12CCCCC3=C1N(CCC3)C(=O)[C@H]2CC(=O)N1CCCCC1	-7
C[C@@]12C[C@@H]3C(=O)N(Cc4ccccc4)CC(=O)N3[C@@H]1N(S(=O)(=O)c1ccccc1)c1ccccc12	3
COc1ccc(/C(C)=N\NC(=O)c2ccco2)cc1	3
COCCNC(=S)N(C)[C@H]1C[C@H]2c3[nH]c4c(-c5ccccc5)cccc4c3CCN2C(=O)[C@H]1[C@H](C)O	-23
CC(C)(C)C(c1nc2ccccc2[nH]1)n1c(Cc2csc3ccccc23)nc2ccccc21 (configuration not stated)	-3
COC(=O)/C=C1\OCc2ccc(C)cc21	10
Cc1ccccc1N1CCN(S(=O)(=O)c2ccc3c(c2)oc(=O)n3C)CC1	-1
COc1cc(C=Nn2c(-c3cc(C)[nH]n3)n[nH]c2=S)cc(Br)c1O	12
Cc1[nH]c2ccccc2c1CC(=O)Nc1ccc(Nc2cccnc2)c(-c2ccc(-c3ccccc3)cc2F)c1	-3
COC(=O)[C@]12C[C@H](CC(=O)N3CCC(c4ccccc4)CC3)C(=O)N(CCC3=CCCCC3)C1=C[C@H](C1CCCC1)O[C@@H]2C	18
CCCCOCCCNC(=O)C[C@@H]1C[C@@]2(C(=O)OC)CC(C)(C)CC=C2N(CCc2ccc(OC)c(OC)c2)C1=O	17
COC(=O)[C@@]12CCCCC3=C1N(CCC3)C(=O)[C@H]2CC(=O)N1CCCC1	7
CC(=O)N1c2ccccc2C(C)=NCC1C(=O)NC1CCCCC1 (configuration not stated)	-5
Cc1cccc(NC(=O)C2CCCN2S(=O)(=O)c2cccnc2)c1C (configuration not stated)	-3
COCc1cc(N2CCN(C(=O)OC(C)(C)C)C[C@@H]2C)ccc1Br	10
CCOC(=O)[C@]12CCCC=C1N(CCc1ccc(OC)c(OC)c1)C(=O)[C@H](CC(=O)N1CCCC1)C2	33*
O=S(=O)(c1ccccc1F)N1CCC(c2nc3ccccc3o2)CC1	-5
COC(=O)C[C@@H]1C=C[C@@H](NC(=O)NC2CCCC2)[C@@H](CO)O1	-7
CN1OC[C@@H]2CN(C(=O)C3CCCCC3)[C@H](c3ccc(N4CCCCC4)cc3)C[C@@H]21	-2
CC(c1nc2ccccc2[nH]1)n1c(=O)c(-c2ccco2)nc2ccccc21 (configuration not stated)	9
CC(=O)N1CCN(C2=NC(=O)N(c3ccc(Br)cc3)C(=O)C2)CC1	-2
O=C(CSc1nnc(-c2cccs2)o1)c1ccc(F)cc1	-4
CCn1c(=O)n(CC(=O)N2CCC(C)CC2)c(=O)c2ccccc21	-1
COP(=O)(O)[C@@H](CC(C)C)NC(=O)OCc1ccccc1	12
O=C(c1ccc(F)cc1F)N(Cc1ccccn1)CC1CCCO1 (configuration not stated)	-6
Clc1ccc(-c2nnc(SCc3cccc4ccccc34)n2-c2ccc(Cl)cc2)cc1	16

The results go on.
canonical_smiles,CCHF vOTU inh
COc1ccc(CN2CN3Cc4ccccc4C3CS2(=O)=O)cc1 (configuration not stated),-2
COC(=O)[C@@]12C[C@@H](CC(=O)N3CCCC3)C(=O)N(Cc3ccccc3)C1=CCC(C)(C)C2,9
CCCCCCCCN1C(=O)[C@@H](CC(=O)NCCCOC)C[C@@]2(C(=O)OC)C1=C[C@H](C(C)(C)C)O[C@@H]2C,36*
CC1=C2NC(N)=[N+](CC3CC3)C(Cc3ccccc3)[C@@H]2n2c(=O)n(-c3ccccc3)c(=O)n2C1 (some centres not stated),-6
CCCCNC(=O)C1C(c2ccc(C(F)(F)F)cc2)=Nc2ccccc2N1C(=O)c1ccc2nc(C)[nH]c2c1 (configuration not stated),-7
COC(=O)C1=C(C)N(C)C(=NCc2cc(OC)c(OC)c(OC)c2)NC1c1ccc(Cl)cc1 (configuration not stated),2
Cc1c(C(C)c2ccccc2O)[nH]c2ccccc12 (configuration not stated),7
CCCCc1c(-c2ccccc2OC)ncn1Cc1ccc(C)cc1,23
CCCCCCCCN1C(=O)[C@H](CC(=O)NCCC(C)C)C[C@@]2(C(=O)OC)CC(C)(C)CC=C12,14
CCCCCCCCN1C(=O)[C@@H](CC(=O)N2CCOCC2)C[C@@]2(C(=O)OC)C1=C[C@H](C(C)C)O[C@@H]2C1CC1,23
C[C@H](C(=O)N(C)c1ccccc1)[C@@H](O)c1ccc2ccccc2c1,-7
CC(C)N(C[C@@H]1CSCCS(=O)(=O)N1)C1CCCCC1,1
COCCN1C(=O)CN(S(C)(=O)=O)CC1(C)C(=O)NCc1ccccc1 (configuration not stated),0
O=C(Nc1ccc(F)cc1)C(c1cccc(F)c1)N1CCN(C(=O)c2ccco2)CC1 (configuration not stated),9
CC(C)(C)OC(=O)/C=C/[C@H](CCCCl)Sc1ccc(C(C)(C)C)cc1,25
COC(=O)[C@H](CC(C)C)N(Cc1cn(Cc2ccccc2)nn1)S(=O)(=O)c1ccc(F)cc1Br,5
O=C(CCc1ccccc1-c1ccccc1CCNC(=O)COCc1ccccc1)NCc1ccccc1,9
CO[C@@H]1[C@H](O)CC[C@]2(O)CN(c3ccc(F)cc3)[C@](C)([C@H](O)CC=C(C)C)[C@@H]12,3
CC(=O)Oc1cc(C)c(Cl)c2c(OC(C)=O)cc(C(C)=O)c(O)c12,32*
CCn1c(SCc2ccccc2Cl)nnc1-c1ccccc1OC,2
CCC(C)NC1(c2ccccc2)CCCCC1 (configuration not stated),0
COC(=O)[C@]12C[C@H](CC(=O)NCCCN3CCCC3=O)C(=O)N(CCC3=CCCCC3)C1=C[C@H](C(C)(C)C)O[C@@H]2C,16
CCNC(=O)N(C)[C@H]1C[C@H]2c3[nH]c4cccc(-c5cccc(F)c5)c4c3CCN2C(=O)[C@H]1[C@H](C)O,-73
O=C(CCc1c[nH]c2ccccc12)Nc1ccc(Nc2ccccc2)cc1,3
CCCCOCC1CN(CCCC)S(=O)(=O)c2c(cccc2Sc2ccc(SC)cc2)O1 (configuration not stated),3
Cc1cccc(-c2cccc3c4c([nH]c23)[C@@H]2C[C@H](N(C)C(=O)Nc3ccccc3)[C@H]([C@H](C)O)C(=O)N2CC4)c1,1
COC(=O)c1cc2c(c3c4ccccc4n(S(=O)(=O)c4ccc(OC)cc4)c13)C(=O)N(C)C2,-6
C=CCN1C(=O)[C@H](CC(=O)N2CCN(C(=O)c3ccco3)CC2)[C@@]2(C(=O)OCC)CCCC=C12,-3
COC(=O)[C@]12C[C@H](CC(=O)NCCCCc3ccccc3)C(=O)N(Cc3ccccc3)C1=C[C@H](C(C)(C)C)O[C@@H]2C,20
O=C1C(=Cc2cccs2)CCc2ccccc21,18
Cc1ccccc1Cn1cc(COC(=O)N(C)Cc2ccccc2)nn1,-3
C[C@@H]1CCCN1c1ccc2c(c1)O[C@@H]1CCN(C1)S2(=O)=O,5
CCN(CC)c1ccc(C=NNC(=O)c2cc(-c3ccc(C)c(C)c3)n[nH]2)c(O)c1,-23
O=[N+]([O-])c1ccc(NCCCN2CCC(C(O)(c3ccccc3)c3ccccc3)CC2)cc1,22
COc1ccc([C@H]2OC(=O)C[C@H]2C(=O)N2CCN(c3ccccc3F)CC2)cc1OC,0
COC(=O)C1=CC(=O)N2CCN=C2S1,-7
COC(=O)C1CN(Cc2cn(Cc3ccc(OC)cc3)nn2)CCS(=O)(=O)N1Cc1ccccc1 (configuration not stated),-4
Cc1ccc(-c2cc(C(=O)NN=Cc3ccc(N(C)C)cc3)[nH]n2)cc1C,-6
C[C@H]1[C@@H](c2ccccc2)Oc2ccc(Cl)cc2S(=O)(=O)N1Cc1cccc(Cl)c1,9
COC(=O)[C@@]12C[C@@H](CC(=O)NCCc3ccccc3OC)C(=O)N(CCc3ccc(OC)c(OC)c3)C1=CCC(C)(C)C2,13
CC[C@H](CCC(=O)N(c1ccccc1)c1ccccc1)C1CC1,11
C#CCN1CC(N(C)CCOC(=O)c2occ3ccccc23)CS1(=O)=O (configuration not stated),15
O=S1(=O)N[C@H](Cc2ccccc2)COc2cccc(N3CCCC3)c21,8
Cc1cc(Br)cn2c(Cc3cccc(F)c3)c(-c3ccco3)nc12,3
COC(=O)C1=C(C)NC(=S)NC1c1ccc(OC)cc1 (configuration not stated),-2
CSCCC(C(=O)NCc1ccccc1)n1c(Cc2cc(F)cc(F)c2)nc2ccccc21 (configuration not stated),-3
Cc1ccc(CN2CCCCC(NC(=O)Nc3ccccc3F)C2=O)cc1 (configuration not stated),-1
N#Cc1ccc(S(=O)(=O)NC(=O)[C@H]2O[C@@H](n3ccc(=O)[nH]c3=O)[C@H](O)[C@@H]2O)cc1,2
COc1ccc(C2C(C(=O)Nc3c(C)cccc3C)CCC(=O)N2c2ccc(OC)cc2)cc1 (configuration not stated),-6
COc1cccc(C2NC(=S)NC(C)=C2C(C)=O)c1 (configuration not stated),6
CCOC(=O)[C@@]12CCC3=C1N(CCC3)C(=O)[C@H](CC(=O)NCCCOC)C2,11
COc1cccc(CNC(=O)[C@H]2CCCN2C(=O)[C@H]2CCCN2C(=O)c2cccc(Cl)c2)c1,6
O=S1(=O)CC2c3ccccc3CN2CN1Cc1ccccc1 (configuration not stated),-5
CC[C@@]1(c2ccc(C)cc2)C(=O)N(C(=O)OC(C)C)N1C(=O)OC(C)C,26
CCCc1cn(CC(C)n2c(=O)c3ccccc3n2Cc2cc(C(C)C)no2)nn1 (configuration not stated),-17
